Apoferritin bind: candidate novel general anesthetic via apoferritin binding. apoferritin/1-aminoanthracene competitive binding, fluorescence. AID 485281. P02791. Potency, µM (series often up to 77.5 µM), inactives show at the highest dose activity change, negative = displacement, usual class: inhibitors. 350,000 compounds, 0.074% hits; further: potency means the concentration at half of the fitted maximal effect; on the % scale 0 is the no-effect control and ±100 the full control effect; nearly all actives have a fitted effect of over 20% in size
Target sequence (P02791 2-175 limits assumed): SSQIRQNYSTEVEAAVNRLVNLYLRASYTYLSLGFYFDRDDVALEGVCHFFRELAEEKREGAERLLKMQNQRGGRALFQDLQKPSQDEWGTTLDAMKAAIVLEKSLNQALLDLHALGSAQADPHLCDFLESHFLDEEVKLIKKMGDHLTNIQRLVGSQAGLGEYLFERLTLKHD
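10 uM apoferritin + 50% sat. 1-AMA, PBS; cpd 10 min RT; Ex380/Em535 endpoint; normalized to free probe vs complex; 4-param Hill fit; propofol titration as pos. ctrl.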
POLI inh: blocks human DNA polymerase iota activity | AID 588590 | Pol iota fluorescent replication assay, 10 min | Q9UNA4 | Potency, µM (titrated, usually from 115 µM), for the others: at the top dose activity, negative = inhibition, hits mostly inhibitors | 390,000 compounds, 1% hits; further: potency means the concentration at half of the fitted maximal effect
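Pol iota at 10 nM preincubated 15 min with compounds at room temperature; reaction started with fluorescent substrate, 50 nM final. Fluorescence read kinetically at 0 and 10 min; buffer-only wells as negative control.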
APEX1 inh: inhibitors of human APE1 endonuclease. P27695. recombinant APE1, TAMRA/BHQ-2 abasic DNA cleavage fluorescence. 350,000 compounds, 0.35% hits. Potency, µM (series often up to 65.8 µM), inactives show at the highest dose activity change, negative = inhibition, hits mostly inhibitors;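 further: potency means the concentration at half of the fitted maximal effect; plate controls were vehicle for no effect and reference inhibitor for full effect; nearly all actives have a fitted effect of over 55% in size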
Target sequence (P27695 whole entry, looked up): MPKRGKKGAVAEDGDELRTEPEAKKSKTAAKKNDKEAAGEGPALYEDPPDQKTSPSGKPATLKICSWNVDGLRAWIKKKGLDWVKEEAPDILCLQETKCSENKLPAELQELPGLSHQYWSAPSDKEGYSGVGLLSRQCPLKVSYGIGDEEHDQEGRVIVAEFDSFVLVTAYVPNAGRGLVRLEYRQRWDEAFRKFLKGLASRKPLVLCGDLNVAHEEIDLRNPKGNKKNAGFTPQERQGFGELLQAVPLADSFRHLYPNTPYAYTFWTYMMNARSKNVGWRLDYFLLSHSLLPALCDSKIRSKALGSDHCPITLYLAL
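Enzyme (0.75 nM final) and test compound are incubated 15 min at room temperature before adding 50 nM quenched THF abasic-site duplex. Cleavage dequenches TAMRA, followed at 525/598 nm over three reads one minute apart.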
POLK inh: inhibitors of human DNA polymerase kappa; Potency, µM (series often up to 107 µM), without a hit: at the highest dose activity, negative = inhibition, most hits filed as inhibitors; 400,000 compounds, 0.53% hits; purified Pol kappa, fluorescent DNA synthesis assay, 10 min; Q9UBT6; further: potency means the concentration at half of the fitted maximal effect; on the % scale 0 is the no-effect control and ±100 the full control effect
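10 nM Pol kappa was preincubated with compounds for 15 min at room temperature. Reaction started with 50 nM (final) substrate. Fluorescence read kinetically at 0 and 10 min.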
Pol eta inh: DNA polymerase eta (human) inhibition. Q9Y253. recombinant Pol eta, fluorescent DNA replication assay. Potency, µM (titrated, usually from 114 µM), without a hit: at the highest dose activity change, negative = inhibition, usual class: inhibitors. 390,000 compounds, 1.2% hits. AID 588591; further: potency means the concentration at half of the fitted maximal effect; on the % scale 0 is the no-effect control and ±100 the full control effect
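Pol eta (10 nM) was preincubated with compounds for 15 min at room temperature, after which fluorescent replication substrate (50 nM final) was added to start the reaction. Fluorescence was read kinetically at 0 and 10 min.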
LDHA inh: LDHA (human) enzyme inhibition. P00338. purified LDHA, NADH/diaphorase-resazurin fluorescence; hits give low values. activity change, % (values are at about 110 or 230 µM). 480,000 compounds, 0.15% hits; in the data active means activity change below about -30%; inconclusive means mostly about -25% to -30%;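 further: plate controls were DMSO wells for no effect and wells without enzyme for full effect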
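Enzyme activity of human lactate dehydrogenase 5 (2 nM; 0.06 mM NADH, 0.2 mM pyruvate, 5 min, RT) is measured via a resazurin/diaphorase fluorescence readout of residual NADH.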
Glioma ERSR ind: inducers of ER stress response in human glioma cells; U87-MG GRP78 promoter luciferase reporter, 16 h; Potency, µM, for the others: top-dose activation, most hits filed as activators; AID 602332; 420,000 compounds, 0.02% hits; further: potency means the concentration at half of the fitted maximal effect; series mostly up to about 76 µM; % of control where 0% means no effect; nearly all actives have a fitted effect of over 35% in size
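Stably transfected U87-MG human glioma cells carrying a GRP78-based luminescent sensor were seeded at 1000 cells/well, pin-dosed with compounds and incubated 16 h. Luciferase reagent was then added, and end-point luminescence was read after 10 min at room temperature.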
Pol beta inh: inhibitors of human DNA polymerase beta. P06746. Pol beta primer extension/strand displacement, fluorescence kinetic. Potency, µM (series often up to 114 µM), for inactives: top-dose activity change, negative = inhibition, actives largely listed as inhibitors. 340,000 compounds, 1.3% hits; further: potency means the concentration at half of the fitted maximal effect; on the % scale 0 is the no-effect control and ±100 the full control effect
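10 nM enzyme + cpd, 15 min RT; start with substrate 50 nM final; read 0 min and after 10 min RT. Corrected, normalized data; 4-parameter Hill curve fit.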
BLM helicase inh: inhibitors of human Bloom syndrome helicase BLM; Potency, µM (top dose mostly 56.1 µM), without a hit: at the top dose activity change, negative = inhibition, hits mostly inhibitors; recombinant BLM DNA unwinding, fluorescence dequenching; 350,000 compounds, 0.2% hits; P54132;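 further: potency means the concentration at half of the fitted maximal effect; plate controls were vehicle for no effect and no enzyme for full effect; nearly all actives have a fitted effect of over 35% in size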
Active calls of the source: *; & = joins results of further samples; [ ] = dose if it differs, or a comment. Unless noted, the call rests on the fitted dose curve; in most records, active means well fitted curve in the direction sought with a large enough effect; inconclusive means small, poorly fitted or top-dose-only effect, or another doubt; inactive means no such curve, though single readings can be large; an effect the other way counts as inactive or inconclusive. A portion of the library; rates above refer to the full screens.

`CCOc1ccc(NC(=O)C2C(c3ccccc3)C2(Cl)Cl)cc1` (stereo unspecified) gave Apoferritin bind -7%, POLI inh 39%, APEX1 inh -16%, POLK inh 4%, Pol eta inh -13%, LDHA inh 0, Glioma ERSR ind 5%, Pol beta inh 1% and BLM helicase inh -10%.
Screening CN(C)c1nc(=NCc2cccs2)ss1 returned POLI inh 12%, POLK inh -2%, Pol eta inh 1%, LDHA inh -8 and Glioma ERSR ind -13%.
`O=[N+]([O-])c1ccc(Cl)c(/C=N/N2CCN(Cc3ccccc3Cl)CC2)c1` gave Apoferritin bind -17%, POLI inh 0%, APEX1 inh -4%, POLK inh -3%, Pol eta inh 0%, LDHA inh -7, Glioma ERSR ind -3%, Pol beta inh 19% and BLM helicase inh -3%.
COc1cc(C(C(=O)NC2CCCC2)N(Cc2ccco2)C(=O)c2snc(C(N)=O)c2N)cc(OC)c1OC (stereo unspecified) was read as Apoferritin bind -8%, POLI inh 54%, APEX1 inh -11%, POLK inh -18%, Pol eta inh -2%, LDHA inh -3, Glioma ERSR ind -2%, Pol beta inh -3% and BLM helicase inh -1%.
`COc1ccc(-c2sc3ccc(N4CCOCC4)cc3c2-c2ccc(O)cc2)cc1` gave POLI inh -18%, APEX1 inh 21%, POLK inh 17%, Pol eta inh -12%, LDHA inh 1 and Glioma ERSR ind -3%.
Screening O=C(Nc1ccc(NC(=O)c2ccco2)cc1)c1ccc2c(c1)OCCO2 returned Apoferritin bind 0%, POLI inh 9%, APEX1 inh 8%, POLK inh 2%, Pol eta inh -9%, LDHA inh -4, Glioma ERSR ind -11%, Pol beta inh -18% and BLM helicase inh -4%.
`Cc1ccc2[nH]c(=O)c3cc(C(=O)NCCCN4CCC(C)CC4)sc3c2c1` gave Apoferritin bind 1%, POLI inh 10%, POLK inh 18%, Pol eta inh 1%, LDHA inh -1, Glioma ERSR ind 2%, Pol beta inh 6% and BLM helicase inh 77%[activator].
Screening COc1ccc(C(=O)Nc2ccc(NC(=O)C3CC3)cn2)cc1 returned Apoferritin bind 5%, POLI inh 32%[activator], APEX1 inh -3%, POLK inh -8%, Pol eta inh -18%, LDHA inh -7, Glioma ERSR ind -1%, Pol beta inh 93% and BLM helicase inh 0%.
Screening COc1ccc(N2CC(C(=O)Nc3nc4ccccc4s3)CC2=O)cc1 (stereo unspecified) returned Apoferritin bind -12%, POLI inh 30%, APEX1 inh 1%, POLK inh -5%, Pol eta inh -6%, LDHA inh 0, Glioma ERSR ind -1%, Pol beta inh 45% and BLM helicase inh -1%.
Screening CC1CCCC(NS(=O)(=O)c2cc(Br)cnc2N)C1C (stereo unspecified) returned Apoferritin bind -20%, POLI inh 37%[activator], APEX1 inh 10%, POLK inh -8%, Pol eta inh -10%, LDHA inh -2, Glioma ERSR ind 1%, Pol beta inh 0% and BLM helicase inh -8%.
`Cc1ccc(CC(=O)NNC(=O)c2cccs2)cc1C` gave POLI inh -7%, APEX1 inh 36%, POLK inh 6%, Pol eta inh -15%, LDHA inh -5 and Glioma ERSR ind 0%.
Screening Cc1ccc(NC(=O)CSCc2c(C)noc2C)cc1C returned Apoferritin bind inconclusive, POLI inh 9%, APEX1 inh 2%, POLK inh -23%, Pol eta inh -17%, LDHA inh -3, Glioma ERSR ind -2%, Pol beta inh -6% and BLM helicase inh -2%.
COC(=O)c1cc(Cl)nc2ccccc12 was read as Apoferritin bind -8%, POLI inh 110%[activator], APEX1 inh 1%, POLK inh -15%, Pol eta inh 1%, LDHA inh -2, Glioma ERSR ind -1%, Pol beta inh 12% and BLM helicase inh -6%.
O=C(Nc1cc(C(F)(F)F)ccc1N1CCOCC1)C1Cc2ccccc2CN1C(=O)c1ccco1 (stereo unspecified) was read as Apoferritin bind -22%, POLI inh inconclusive, APEX1 inh -2%, POLK inh -10%, Pol eta inh -17%, LDHA inh 0, Glioma ERSR ind -5%, Pol beta inh 19% and BLM helicase inh -17%.
Screening OCCC1CN(Cc2cnc(-c3ccccc3)s2)CCN1C1CCCC1 (stereo unspecified) returned Apoferritin bind -8%, POLI inh 20%, APEX1 inh 1%, POLK inh -9%, Pol eta inh 7%, LDHA inh -5, Glioma ERSR ind 0%, Pol beta inh 89% and BLM helicase inh 3%.
N#Cc1c(Nc2cccc(F)c2)sc(C(=O)c2ccc(Cl)cc2)c1N was read as Apoferritin bind -24%, POLI inh 62%[activator], POLK inh -1%, Pol eta inh -6%, LDHA inh -2, Glioma ERSR ind 0%, Pol beta inh 9% and BLM helicase inh -5%.
For CCCS(=O)(=O)N1CCC(N2CCN(Cc3ccc(C)cc3)C(=O)C2=O)CC1 the results were Apoferritin bind 1%, POLI inh 8%, POLK inh -9%, Pol eta inh -22%, LDHA inh -9, Glioma ERSR ind -2%, Pol beta inh -29% and BLM helicase inh 0%.
`COc1ccc2cc(C(=O)C3CCCN(C(=O)CSc4nnc(C)o4)C3)ccc2c1` (stereo unspecified) gave Apoferritin bind -8%, POLI inh 0%, APEX1 inh 2%, POLK inh 1%, Pol eta inh -5%, LDHA inh 2, Glioma ERSR ind 2%, Pol beta inh 1% and BLM helicase inh 2%.
Screening CCCN1C(=O)/C(=C/C=C2\N(CC)c3ccccc3C2(C)C)SC1=S returned Apoferritin bind -17%, POLI inh 36%[activator], APEX1 inh -3%, POLK inh -5%, Pol eta inh 56µM*, LDHA inh -7, Glioma ERSR ind -5%, Pol beta inh 7% and BLM helicase inh -5%.
`COC(=O)Cc1csc(Nc2c(C)n(C)n(-c3ccccc3)c2=O)n1` gave Apoferritin bind 4%, POLI inh 25%, APEX1 inh -1%, POLK inh 0%, Pol eta inh -13%, LDHA inh -13, Glioma ERSR ind -4%, Pol beta inh 4% and BLM helicase inh 2%.

Random excerpt: 2 entries already listed
`Cc1ccc(CC(=O)NNC(=O)c2cccs2)cc1C` gave POLI inh -7%, APEX1 inh 36%, POLK inh 6%, Pol eta inh -15%, LDHA inh -5 and Glioma ERSR ind 0%.
`COC(=O)Cc1csc(Nc2c(C)n(C)n(-c3ccccc3)c2=O)n1` gave Apoferritin bind 4%, POLI inh 25%, APEX1 inh -1%, POLK inh 0%, Pol eta inh -13%, LDHA inh -13, Glioma ERSR ind -4%, Pol beta inh 4% and BLM helicase inh 2%.

(more compounds)
Screening Cc1ccc(CNC(=O)CCCn2c(=O)c3ccccc3n(Cc3ccccc3C)c2=O)cc1 returned Apoferritin bind -6%, POLI inh -3%, POLK inh 10%, Pol eta inh -4%, LDHA inh 2, Glioma ERSR ind -1%, Pol beta inh -9% and BLM helicase inh -5%.
`FC(F)(F)c1cccnc1N1CCN(c2ncnc3nc[nH]c23)CC1` gave Apoferritin bind -4%, POLI inh 7%, APEX1 inh -4%, POLK inh -14%, Pol eta inh -2%, LDHA inh -9, Glioma ERSR ind -4%, Pol beta inh -5% and BLM helicase inh -2%.
For O=C(CNC(=O)C12CC3CC(CC(C3)C1)C2)N1CCN(S(=O)(=O)/C=C/c2ccccc2)CC1 the results were Apoferritin bind -10%, POLI inh 11%, APEX1 inh 2%, POLK inh -12%, Pol eta inh -23%, LDHA inh -8, Glioma ERSR ind -2%, Pol beta inh 17%[57.1 µM] and BLM helicase inh 4%.
Screening Cc1cc2oc(=O)cc(-c3ccccc3)c2c(C)c1-c1ccc(O)cc1 returned Apoferritin bind -14%[110 µM], POLI inh -4%, APEX1 inh 2%&-10%, POLK inh -2%&-19%, Pol eta inh -10%, LDHA inh -4, Glioma ERSR ind 1%&1% and BLM helicase inh -11%[75.6 µM].
For C=CCN1C(=O)C(Cc2ccc(OC)cc2)S/C1=N/N=C/c1ccco1 (stereo unspecified) the results were Apoferritin bind -16%, POLI inh inconclusive, APEX1 inh 2%, POLK inh -8%, Pol eta inh -13%, LDHA inh -2, Glioma ERSR ind -3%, Pol beta inh -15% and BLM helicase inh -4%.
Screening CCOc1ccccc1NC(=O)C(C)N1C(=O)c2ccccc2S1(=O)=O (stereo unspecified) returned POLI inh 17%, APEX1 inh -10%, POLK inh -1%, Pol eta inh -4%, LDHA inh -6 and Glioma ERSR ind -6%.
For COc1cccc(Oc2ccc(N)cn2)c1 the results were Apoferritin bind 5%, POLI inh -1%, APEX1 inh -8%, POLK inh 0%, Pol eta inh 8%, LDHA inh -1, Glioma ERSR ind 0%, Pol beta inh 1% and BLM helicase inh -5%.
Screening CC[C@@H]1CCCCc2ccccc2[C@@H](C(=O)C[C@H](O)CC(C)=O)OC1=O returned POLI inh 24%, APEX1 inh 36%, POLK inh 15%, Pol eta inh -6%, LDHA inh 3 and Glioma ERSR ind -3%.
CC(C)CC(=O)NC1(C(F)(F)F)C(=O)Nc2c1c(=O)[nH]c(=O)n2Cc1ccco1 (stereo unspecified) was read as Apoferritin bind -12%, POLI inh 4%, APEX1 inh 0%, POLK inh -18%, Pol eta inh 18%, LDHA inh 0, Glioma ERSR ind -8%, Pol beta inh 19% and BLM helicase inh -1%.
`CCOc1ccc(C2=NC(c3cccs3)=Nc3ccc(C(C)C)cc3N2)cc1` gave Apoferritin bind inconclusive, POLI inh -7%, POLK inh -15%, Pol eta inh inconclusive, LDHA inh -9, Glioma ERSR ind 2%, Pol beta inh 1% and BLM helicase inh -19%.
`CNC(=O)N(C1=NCC(C)(C)S1)c1ccc(F)c(Cl)c1` gave Apoferritin bind -16%, POLI inh -6%, APEX1 inh -6%, POLK inh -4%, Pol eta inh -4%, LDHA inh -3, Glioma ERSR ind -6%, Pol beta inh 1% and BLM helicase inh 0%.
Screening CC(=O)c1ccc(OCCCC(=O)NNC(=O)c2ccccn2)cc1 returned POLI inh 55%[activator], APEX1 inh -2%, POLK inh 8%, Pol eta inh -6%, LDHA inh 4 and Glioma ERSR ind 0%.
O=C(O)/C=C/C(=O)N1CCN(S(=O)(=O)c2cccc(C(F)(F)F)c2)CC1 was read as Apoferritin bind -8%, POLI inh 0%, APEX1 inh -5%, POLK inh 8%, Pol eta inh -16%, LDHA inh -3, Glioma ERSR ind -3%, Pol beta inh 0% and BLM helicase inh -1%.

Screening data: PubChem, National Center for Advancing Translational Sciences (NCATS)
